Bioassay records as filed in PubChem BioAssay.
TRPV1 ag = HTS Assay for Compounds that Act as Agonists of the Vanilloid Receptor 1 | Transient receptor potential cation channel subfamily V member 1 (Homo sapiens), Q8NER1 | TRPV1-expressing cells, Fluo-8 calcium influx, agonist mode | activation, % at 8.33 µM | 320,000 compounds, 0.19% hits | AID 540275, 2011; in the data active = activation above about 80%; inconclusive = between about 30% and that limit; also: 0% is about no effect
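Fluo-8 calcium influx in TRPV1-expressing cells, kinetic read (ex 480/em 520 nm). Compound added and read 3 min for agonist activity, followed by capsaicin at EC20 final and 2 min further read for enhancement.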
BRCA1 expr act = qHTS Assay to Identify Small Molecule Activators of BRCA1 Expression. 380,000 compounds, 1.1% hits. Potency, µM (top dose mostly 46.1 µM), inactives show top-dose activation, actives largely listed as activators. MCF7-BRCA1-FFLuc reporter, luminescence, 48 h; response scale: scaled: vehicle 0%, 10 µM genistein 100%. AID 624202, 2012; also: potency is read from the fitted curve at half-maximal effect; nearly all actives have a fitted effect of over 80% in size; some results filed as inactive show a strong effect at the top dose
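Activators of BRCA1 expression were detected as increased firefly luciferase luminescence in engineered MCF7 cells after 48 h compound incubation. Signals were scaled to genistein 10 microM as full activation.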
NPC1 promoter act = qHTS Assay for NPC1 Promoter Activators; AID 485313, 2010; 320,000 compounds, 2.4% hits; Huh7 NPC1 promoter luciferase reporter, 24 h; Potency, µM (top dose mostly 9.22 µM), for inactives: top-dose activation, hits mostly activators;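 also: potency is read from the fitted curve at half-maximal effect; % of control where 0% means no effect; nearly all actives have a fitted effect of over 60% in size; reporter is driven by a mutant NPC1 promoter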
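Stable NPC1-promoter luciferase Huh7 line; cpd (DMSO) 24 h, 37 °C, 5% CO2; Amplite luciferase reagent 10 min RT; luminescence readout. qHTS format.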
Tb PFK block = qHTS Assay to Find Inhibitors of T. brucei phosphofructokinase; T. brucei PFK, ADP-Glo luminescence; Potency, µM (highest dose often 57.5 µM), without a hit: at the highest dose activity, negative = inhibition, usual class: inhibitors; 330,000 compounds, 0.17% hits;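 also: potency is read from the fitted curve at half-maximal effect; 0% = uninhibited 1x PFK enzyme wells and -100% = no-enzyme wells; nearly all actives have a fitted effect of over 60% in size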
Target sequence (O15648 whole entry, looked up): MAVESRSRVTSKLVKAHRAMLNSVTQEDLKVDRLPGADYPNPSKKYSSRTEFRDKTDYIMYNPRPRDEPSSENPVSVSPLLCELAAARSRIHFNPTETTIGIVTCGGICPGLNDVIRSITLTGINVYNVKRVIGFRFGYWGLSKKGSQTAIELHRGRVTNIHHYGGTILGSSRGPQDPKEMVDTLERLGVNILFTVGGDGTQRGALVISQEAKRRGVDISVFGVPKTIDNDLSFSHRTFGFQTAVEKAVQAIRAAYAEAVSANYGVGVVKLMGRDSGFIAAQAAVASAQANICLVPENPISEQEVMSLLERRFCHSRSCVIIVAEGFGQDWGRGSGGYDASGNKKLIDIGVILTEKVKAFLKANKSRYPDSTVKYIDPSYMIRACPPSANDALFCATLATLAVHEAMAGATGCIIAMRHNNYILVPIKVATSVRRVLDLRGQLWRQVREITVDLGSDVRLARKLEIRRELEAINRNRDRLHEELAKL
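PFK 1.25 nM, F6P 0.5 mM, ATP 0.1 mM, 0.1 M TEA pH 8.0, 5 mM MgCl2, 0.01% Tween20, 0.1% BSA; 45 min RT. ADP-Glo readout. qHTS titration up to 57 uM; curves fitted, compounds curve-classed.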
ELG1 DNA repair = qHTS screen for small molecules that inhibit ELG1-dependent DNA repair in human embryonic kidney (HEK293T) cells expressing luciferase-tagged ELG1 | HEK293T ELG1-luciferase reporter, luminescence, 16 h; DNA damage induced by 5-fluorouridine | Potency, µM (highest dose often 46.1 µM), inactives show at the highest dose activity change, negative = inhibition, usual class: inhibitors | 330,000 compounds, 2.3% hits | AID 504467, 2011; also: potency is read from the fitted curve at half-maximal effect; % is scaled to controls: 0 for no effect and ±100 for the full control effect; nearly all actives have a fitted effect of over 55% in size
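HEK293T cells expressing luciferase-tagged ELG1 (2,000/well) received 5-Fluorouridine plus compound or DMSO for 16 hr at 37 °C. Luciferase was read by ONE-Glo luminescence after 30 min at room temperature.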
FLuc modulator = qHTS profiling assay for firefly luciferase inhibitor/activator using purifed enzyme and Km concentrations of substrates (counterscreen for miR-21 project) | Luciferin 4-monooxygenase (Photinus pyralis), P08659 | purified FLuc, Km substrates, luminescence inhibition | Potency, µM (doses to about 57.5 µM), without a hit: at the top dose activity change, negative = inhibition, hits mostly inhibitors | 360,000 compounds, 6.9% hits | AID 588342, 2011;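 also: potency is read from the fitted curve at half-maximal effect; plate controls were vehicle for no effect and reference inhibitor for full effect; nearly all actives have a fitted effect of over 55% in size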
Target sequence (P08659 whole entry, looked up): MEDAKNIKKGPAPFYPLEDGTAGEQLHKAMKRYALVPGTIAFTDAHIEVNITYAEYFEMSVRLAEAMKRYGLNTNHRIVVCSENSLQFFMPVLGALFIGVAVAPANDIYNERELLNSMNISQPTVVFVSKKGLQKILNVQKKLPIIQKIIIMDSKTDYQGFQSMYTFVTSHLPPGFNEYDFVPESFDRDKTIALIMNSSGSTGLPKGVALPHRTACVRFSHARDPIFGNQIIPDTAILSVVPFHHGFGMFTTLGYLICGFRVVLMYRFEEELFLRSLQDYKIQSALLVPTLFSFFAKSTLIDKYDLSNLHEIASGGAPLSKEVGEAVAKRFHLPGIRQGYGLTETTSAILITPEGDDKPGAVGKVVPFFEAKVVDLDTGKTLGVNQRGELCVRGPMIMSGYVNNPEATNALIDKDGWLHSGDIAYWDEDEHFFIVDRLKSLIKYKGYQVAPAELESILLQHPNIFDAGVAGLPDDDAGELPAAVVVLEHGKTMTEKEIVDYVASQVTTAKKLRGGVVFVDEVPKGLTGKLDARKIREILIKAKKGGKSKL
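Biochemical qHTS of compounds, final roughly 60 µM downward over six points, against 10 nM purified firefly luciferase using Km concentrations of substrates (10 uM D-luciferin, 10 uM ATP) in Tris acetate pH 7.5 buffer; luminescence output.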
Rab9 promoter act = qHTS Assay for Rab9 Promoter Activators | Huh7 Rab9 promoter-luciferase reporter, luminescence, 24 h | Potency, µM (highest dose often 9.22 µM), for the others: at the highest dose activation, negative = inhibition, most hits filed as activators | 320,000 compounds, 2.8% hits | AID 485297, 2010; also: potency is read from the fitted curve at half-maximal effect; % of control where 0% means no effect; nearly all actives have a fitted effect of over 60% in size
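Luminescence read-out: Huh7 cells stably expressing Rab9-luciferase, treated 24 h with compound at 37 °C, then lysed with luciferase reagent for 10 min at ambient before reading.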
VP16 counter = VP16 counterscreen qHTS for inhibitors of ROR gamma transcriptional activity; Potency, µM (doses to about 53.6 µM), for the others: at the top dose activity, negative = inhibition, actives largely listed as inhibitors; Drosophila S2 Gal4-VP16 UAS-luciferase, luminescence, 20 h; 310,000 compounds, 3.5% hits;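 also: Gal4-VP16 expression switched on by copper sulfate through the metallothionein promoter; potency is read from the fitted curve at half-maximal effect; % is scaled to controls: 0 for no effect and ±100 for the full control effect; nearly all actives have a fitted effect of over 50% in size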
p53 reactivator = qHTS assay for re-activators of p53 using a Luc reporter | Potency, µM (highest dose often 92.2 µM), for inactives: at the top dose activity change, positive = activation, usual class: activators | 320,000 compounds, 0.063% hits | AID 504706, 2011 | H1299 p53-A138V BP100-luciferase reporter, luminescence, 24 h; also: potency is read from the fitted curve at half-maximal effect; % of control where 0% means no effect; nearly all actives have a fitted effect of over 45% in size
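H1299 (p53-null), stable ts p53-A138V + BP100-Luc; 1000 cells/well, Opti-MEM/10% FBS; cpd 4 pt, 1:5; 24 h, 37 deg C, 5% CO2; detection reagent 10 min RT; luminescence.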
RORg inh = qHTS for inhibitors of ROR gamma transcriptional activity; Potency, µM (doses to about 53.6 µM), inactives show at the highest dose activity change, negative = inhibition, most hits filed as inhibitors; Nuclear receptor ROR-gamma (Mus musculus), P51450; Drosophila S2 Gal4-RORgamma UAS-luciferase reporter, 20 h; 310,000 compounds, 5.4% hits; also: potency is read from the fitted curve at half-maximal effect; % is scaled to controls: 0 for no effect and ±100 for the full control effect; nearly all actives have a fitted effect of over 60% in size
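In this cell-based reporter format, copper sulfate (700 uM final) drives Gal4–ROR gamma fusion expression from a metallothionein promoter in Drosophila Schneider cells; compounds preincubated 1 hr, reporter read after 20 hr at ambient temperature.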
ELG1 genotoxic = qHTS screen for small molecules that induce genotoxicity in human embryonic kidney (HEK293T) cells expressing luciferase-tagged ELG1 | HEK293T ELG1-luciferase reporter, luminescence, 16 h | Potency, µM (top dose mostly 46 µM), without a hit: top-dose activity change, positive = activation, actives largely listed as activators | 330,000 compounds, 1.3% hits | AID 504466, 2011; also: potency is read from the fitted curve at half-maximal effect; % of control where 0% means no effect; nearly all actives have a fitted effect of over 60% in size
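Screening used a luciferase reporter fused to human ELG1 in HEK293T cells. Luminescence was read on a CCD plate imager after 16 hr exposure and 30 min ONE-Glo incubation.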
* hit, by the source's call; ? = inconclusive; . = no result given; & = joins results of further samples. Unless noted, calls follow the shape of the dose curve; as a rule, active = well fitted curve in the direction sought with a large enough effect; inconclusive = small, poorly fitted or top-dose-only effect, or another doubt; inactive = no such curve, though single readings can be large; an effect the other way counts as inactive or inconclusive.

SMILES	TRPV1 ag	BRCA1 expr act	NPC1 promoter act	Tb PFK block	ELG1 DNA repair	FLuc modulator	Rab9 promoter act	VP16 counter	p53 reactivator	RORg inh	ELG1 genotoxic
O=C(NC1C2CC3CC(C2)CC1C3)C1CC1 (configuration not stated)	10	1%	-1%	-2%	17%	5%	-10%	-9%	-4%	32%	1%
Cn1c(SCCOc2ccccc2Cl)nnc1-c1ccncc1	3	0%	-1%	-14%	11%	-1%	-2%	0%	-4%	13%	-4%
CC(C)(C)n1nnnc1CN(Cc1ccc(F)cc1)Cc1ccco1	6	0%	-5%	-7%	-1%	1%	7%	20%	?	10%	-1%
COc1cccc(CC(=O)N2CCN(S(=O)(=O)c3ccc(Br)cc3)CC2)c1	-2	-23%	6%	0%	6%	-5%	-6%	.	-1%	.	7%
CCn1cc(C(=O)N2CC=C(c3ccccc3)CC2)c(=O)c2ccc(C)nc21	12	2%	-8%	-2%	?	-13%	1%	4%	10%	19%	-11%
COC(=O)c1cc(S(=O)(=O)N2CCN(c3cccc(Cl)c3)CC2)c[nH]1	9	-11%	-8%	5%	19%	4%	0%	-20%	.	?	?
CCN(CC)CCN1C(=O)c2oc3ccccc3c(=O)c2C1c1cccc(Br)c1 (configuration not stated)	24	8%	1%	-1%	4%	2%	0%	1%	2%	-30%	-2%
CCCn1nnnc1SCC(=O)NC1CCCC1	-1	-3%	1%	-1%	13%	-1%	5%	-2%	4%	18%	2%
O=C(NCCCN1CCCC1)c1ccc2c(c1)N(Cc1ccccc1)CCS2	1	-38%	-2%	2%	0%	-1%	-7%	-11%	-2%	16%	-4%
CCCCOc1ccc(NC(=O)CN2CCN(C(=O)OCC)CC2)cc1	2	-14%	-3%	-5%	-7%	0%	-3%	-6%	-9%	-12%	-6%
COc1ccc(-c2ccc3c(N)c(C(=O)c4ccc(OC)c(OC)c4)sc3n2)cc1	1	-40%	10%	3%	?	-9%&1%	15%	?	0%	7%	16%
Cc1cc(C)c2c(N)c(C(=O)c3ccc(Cl)cc3Cl)sc2n1	3	-27%	-8%	0%	10µM*	-1%	11%	-10%	-2%	11%	-11%
CCC(O)C1CCN(C(=O)c2cc(COc3ccc4ncccc4c3)on2)CC1 (configuration not stated)	-1	-29%	-9%	-1%	-4%	0%	2%	-8%	-3%	-13%	-2%
CCC1(C)Cc2ccccc2-c2nc[nH]c(=O)c21 (configuration not stated)	1	1%	0%	-1%	6%	4%	-5%	11%	-2%	-25%	-3%
Cc1cc(C)c(S(=O)(=O)Nc2ccc3[nH]c(=O)[nH]c3c2)c(C)c1	0	-9%	-3%	1%	?	2%	0%	-12%	-1%	?	-6%

As entered above:
Under ELG1 genotoxic, CCC(O)C1CCN(C(=O)c2cc(COc3ccc4ncccc4c3)on2)CC1 (configuration not stated) reads -2%
Under FLuc modulator, O=C(NCCCN1CCCC1)c1ccc2c(c1)N(Cc1ccccc1)CCS2 reads -1%
Under NPC1 promoter act, CC(C)(C)n1nnnc1CN(Cc1ccc(F)cc1)Cc1ccco1 reads -5%

Returning to the listing; the 3 compounds before the break are reprinted first.
SMILES	TRPV1 ag	BRCA1 expr act	NPC1 promoter act	Tb PFK block	ELG1 DNA repair	FLuc modulator	Rab9 promoter act	VP16 counter	p53 reactivator	RORg inh	ELG1 genotoxic
CCC(O)C1CCN(C(=O)c2cc(COc3ccc4ncccc4c3)on2)CC1 (configuration not stated)	-1	-29%	-9%	-1%	-4%	0%	2%	-8%	-3%	-13%	-2%
CCC1(C)Cc2ccccc2-c2nc[nH]c(=O)c21 (configuration not stated)	1	1%	0%	-1%	6%	4%	-5%	11%	-2%	-25%	-3%
Cc1cc(C)c(S(=O)(=O)Nc2ccc3[nH]c(=O)[nH]c3c2)c(C)c1	0	-9%	-3%	1%	?	2%	0%	-12%	-1%	?	-6%
O=C(NCC(c1cccs1)N1CCOCC1)c1cn(-c2ccccc2)nc1-c1ccccc1 (configuration not stated)	1	-36%	-3%	2%	?	-27%	-6%	.	2%	.	-9%
COc1ccc(C(c2nnnn2CS(=O)(=O)c2ccc(C)cc2)N2CCN(c3ncccn3)CC2)cc1 (configuration not stated)	2	-13%	-3%	-2%	-29%	7%	-7%	-1%	26%	1%	-2%
CCOC(=O)Cn1c(=O)oc2cc(S(=O)(=O)Nc3cccc(C)c3)ccc21	4	-28%	2%	-1%	-2%	2%	-4%	-7%	-6%	25%	-3%
NC(=O)CCN(C1CCCCC1)S(=O)(=O)c1cccc2nsnc12	1	0%	-3%	-1%	7%	-1%	-5%	-5%	4%	-6%	-4%
CC(=O)c1ccc(N(C)C)cc1	0	2%	0%	-8%	15%	-3%	0%	15%	1%	6%	7%
COc1ccc(NCC(=O)Nc2ccccc2C#N)cc1Cl	9	-5%	0%	2%	?	-10%	-2%	1%	1%	17%	0%
Cc1nccn1-c1ccc(C=O)cc1	1	-2%	-2%	1%	0%	-1%	-8%	0%	2%	?	6%
Nc1cc(N)nc(SCC(=O)N2CCN(S(=O)(=O)c3ccccc3)CC2)n1	1	-7%	-4%	3%	3%	-3%	-2%	2%	0%	2%	-1%
CN(CC(=O)Nc1cccc(F)c1)C(=O)CCCc1nc2ccccc2c(=O)[nH]1	0	3%	-8%	-6%	14%	17%	1%	.	3%	.	7%
CCc1ccccc1NC(=O)CN1CCC(NC(=O)COC)CC1	-1	4%	1%	1%	-2%	3%	-6%	0%	5%	-3%	-2%
CCc1ccccc1NC(=S)N(CCc1ccncc1)C(C)C	0	-3%	-7%	0%	-3%	3%	19%	3%	6%	?	0%
CC(=O)c1ccc(N2CCN(C(=O)Nc3ccc(C(C)C)cc3)CC2)cc1	100*	-26%	-22%	-3%	?	-21%&-17%	-11%	-26%	-5%	?	-2%
CCN1C(=O)c2ccccc2S(=O)(=O)c2ccc(C(=O)NC(C)C)cc21	-3	0%	-2%	3%	-13%	-1%	-6%	-7%	-10%	4%	-3%
O=C(O)c1ccc(CSc2n[nH]c(-c3ccco3)n2)cc1	19	15%	-3%	1%	3%	-2%	-6%	-9%	-4%	-16%	0%
Cc1ccc(NC(=O)C(C)N2C(=O)C3CC=C(Cl)CC3C2=O)cc1 (configuration not stated)	-1	-2%	4%	-5%	13%	4%	2%	-6%	-3%	12%	2%
Cc1cc(C(=O)CCl)c(C)n1-c1ccon1	3	-30%	-8%	-3%	18%	-9%	-5%	?	?	8.9µM*	-3%
Cc1cc(C)cc(C(=O)NC(CC(N)=O)c2ccc(NC3CCCCC3)c([N+](=O)[O-])c2)c1 (configuration not stated)	1	21%	1%	-4%	-2%	1%	4%	2%	-2%	19%	0%
Cc1cc(OCCCn2ccnc2)ccc1[N+](=O)[O-]	0	-3%	-3%	-5%	2%	2%	0%	-7%	0%	-33%	0%

2 entries from above, as labelled records:
CN(CC(=O)Nc1cccc(F)c1)C(=O)CCCc1nc2ccccc2c(=O)[nH]1
- TRPV1 ag = 0
- BRCA1 expr act = 3%
- NPC1 promoter act = -8%
- Tb PFK block = -6%
- ELG1 DNA repair = 14%
- FLuc modulator = 17%
- Rab9 promoter act = 1%
- VP16 counter = .
- p53 reactivator = 3%
- RORg inh = .
- ELG1 genotoxic = 7%

CCN1C(=O)c2ccccc2S(=O)(=O)c2ccc(C(=O)NC(C)C)cc21
- TRPV1 ag = -3
- BRCA1 expr act = 0%
- NPC1 promoter act = -2%
- Tb PFK block = 3%
- ELG1 DNA repair = -13%
- FLuc modulator = -1%
- Rab9 promoter act = -6%
- VP16 counter = -7%
- p53 reactivator = -10%
- RORg inh = 4%
- ELG1 genotoxic = -3%
